Chronic BCR inh – blocks chronic active B-cell receptor signaling; hit rate 0.05% among 340,000; Potency, µM (doses to about 46.1 µM), for inactives: at the highest dose ratio change, negative = lower green/red ratio, actives largely listed as inhibitors; AID 493014; ABC-DLBCL IkBa-CBG/CBR reporter, luminescence ratio, 4 h; active means well fitted inhibition curve with a large enough effect in the signal ratio, with a control signal flat, not every such curve was filed as active; inconclusive means small, poorly fitted or top-dose-only effect, or effect the other way, or a change in a side signal; the % refers to the signal ratio;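 further: potency means the concentration at half of the fitted maximal effect; plate controls were basal doxycycline-induced cells for no effect and cells given 10 µM MG132 for full effect; MG132 reads +100%, hits lower the ratio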
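TMD8 ABC-DLBCL cells carrying doxycycline-inducible green luciferase fused to IkappaBalpha plus unfused red luciferase were exposed to compounds (up to 46 uM) for 4 hrs at 37C. Activity came from the overlap-corrected green/red luminescence ratio.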
Eya2 phos inh – Eya2 (human) phosphatase inhibition; hit rate 0.006% among 330,000; Potency, µM (doses to about 76.9 µM), inactives show at the highest dose activity, negative = inhibition, actives largely listed as inhibitors; recombinant Eya2, OMFP fluorescence dephosphorylation (OMFP is methylfluorescein phosphate); O00167; AID 488837; further: potency means the concentration at half of the fitted maximal effect
Target sequence (O00167 whole entry, looked up): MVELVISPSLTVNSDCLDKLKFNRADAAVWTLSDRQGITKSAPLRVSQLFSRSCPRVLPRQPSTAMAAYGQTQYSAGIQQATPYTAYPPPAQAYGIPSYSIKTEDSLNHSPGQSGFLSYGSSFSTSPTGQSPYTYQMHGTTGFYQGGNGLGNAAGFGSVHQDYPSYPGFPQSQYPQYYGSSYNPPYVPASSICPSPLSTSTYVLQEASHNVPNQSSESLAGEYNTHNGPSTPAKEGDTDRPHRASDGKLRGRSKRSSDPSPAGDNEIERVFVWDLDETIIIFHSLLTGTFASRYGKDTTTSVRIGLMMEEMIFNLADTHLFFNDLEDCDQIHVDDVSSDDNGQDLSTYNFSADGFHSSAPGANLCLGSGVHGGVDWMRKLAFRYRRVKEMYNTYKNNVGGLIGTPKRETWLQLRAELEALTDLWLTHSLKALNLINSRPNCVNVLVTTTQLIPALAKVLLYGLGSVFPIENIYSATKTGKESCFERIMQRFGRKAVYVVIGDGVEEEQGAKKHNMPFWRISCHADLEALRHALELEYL
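Eya2 (0.2 uM) preincubated 10 min at ambient with compound, then OMFP substrate added at 50 uM; 10 min reaction in 50 mM HEPES pH 7.5, 50 mM NaCl, 5 uM MgCl2, 0.05% BSA, 1 mM DTT. Fluorescence read at Ex 485/Em 525 nm.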
Giardia kill – kills Giardia lamblia; hit rate 0.15% among 340,000; AID 540267; activity change, % at 7.66 µM, hits read low; Giardia lamblia trophozoite viability; in the data active means activity change below about -80%; inconclusive means between about -30% and that limit;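 further: parasites exposed to compound for two days anaerobically before the ATP read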
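ATP-content bioluminescence gauges trophozoite survival. Cells (100/well) receive compound and incubate anaerobically for 48 hrs at 37 deg C; detection reagent follows for 15-30 min at room temperature.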
KCNH2 3.1 inh – blocks the human KCNH2 3.1 channel isoform; AID 720553; hit rate 0.95% among 340,000; U2OS KCNH2 3.1, thallium flux FluxOr; active compounds read low; activity change, % (tested at about 1.8 µM);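 active means maximum activity change below -70%; inconclusive means maximum activity change from -70% to -50%; inactive means maximum activity change above -50%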;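 further: thallium influx rate constant from kinetic fluorescence after stimulation buffer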
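Steps: virus added to U2OS suspension (4 h, RT, dark); medium with 10% FBS added, cells plated, 37 C overnight; FluxOr/Red40 loading buffer 45 min RT; stimulation buffer, 2 min kinetic read; rate constant normalized.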
Coupling enz – inhibits coupling enzyme system, counter-screen for aldolase hits. coupling enzyme system counterscreen, AmpLite Red fluorescence. activity change, negative = inhibition, % at 58.2 µM, hits read low. hit rate 0.67% among 290,000. AID 2472; in the data active means activity change below about -30%
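Activity here indicates interference with the coupling reaction, not aldolase inhibition. Compounds at 57.5 uM final met coupling enzymes for 10 min at RT; substrate and AmpLite Red detection followed, with a 525/598 nm fluorescence read after 20 min.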
B2AR arrestin – agonists driving beta-arrestin recruitment to human beta2-adrenergic receptor | Potency, µM (highest dose often 46.1 µM), inactives show at the highest dose activation, hits mostly activators | beta-arrestin recruitment to beta2AR, cell-based reporter | P07550 | AID 492947 | hit rate 0.02% among 330,000;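 further: potency means the concentration at half of the fitted maximal effect; 0% = DMSO controls and full agonism = EC100 isoproterenol or metaproterenol; nearly all actives have a fitted effect of over 65% in size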
GALK inhibitor – inhibitors of human galactokinase | P51570 | Purified GALK, Kinase-Glo residual ATP luminescence | Potency, µM (titrated, usually from 57.5 µM), for the others: at the top dose activity change, negative = inhibition, usual class: inhibitors | hit rate 0.007% among 270,000; further: potency means the concentration at half of the fitted maximal effect
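The enzyme phosphorylates galactose (100 uM) using ATP (35 uM); inhibition is detected as higher residual ATP, quantified by bioluminescence after 1 h reaction at room temperature, pH 8.0.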
KCNH2 WT inh – blocks the wildtype human KCNH2 potassium channel. activity change, % at 1.84 µM. AID 720551. U2OS, BacMam KCNH2, thallium flux FluxOr; active compounds read low. Q12809. hit rate 0.37% among 340,000;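 active means maximum activity change below -70%; inconclusive means maximum activity change between -70% and -50%; inactive means maximum activity change above -50%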
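U2OS cells transduced with wild-type KCNH2 virus are loaded with FluxOr dye for 45 min, and thallium flux is measured in kinetic reads before and after stimulation buffer. Rate constants are normalized to DMSO controls.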
uPA surface inh – blocks generation of uPA at the cell surface; hit rate 0.31% among 330,000; AID 540303; cell surface uPA generation assay, qHTS; Potency, µM (doses to about 38.3 µM), inactives show at the top dose activity change, negative = inhibition, usual class: inhibitors; active means well fitted inhibition curve with a large enough effect; inconclusive means small, poorly fitted or top-dose-only effect; inactive means no such curve, though single readings can be large or run the other way; tested in mouse RAW 264.7 cells; further: potency means the concentration at half of the fitted maximal effect; nearly all actives have a fitted effect of over 55% in size
PKM2 act – increases activity of human pyruvate kinase M2; P14618; purified PKM2, Kinase-Glo ATP luminescence, activation; response scale: 0% is enzyme alone, no compound; hit rate 0.34% among 260,000; Potency, µM (titrated, usually from 57.5 µM), for the others: top-dose activation, usual class: activators; further: potency means the concentration at half of the fitted maximal effect; nearly all actives have a fitted effect of over 55% in size
Target sequence (P14618 whole entry, looked up): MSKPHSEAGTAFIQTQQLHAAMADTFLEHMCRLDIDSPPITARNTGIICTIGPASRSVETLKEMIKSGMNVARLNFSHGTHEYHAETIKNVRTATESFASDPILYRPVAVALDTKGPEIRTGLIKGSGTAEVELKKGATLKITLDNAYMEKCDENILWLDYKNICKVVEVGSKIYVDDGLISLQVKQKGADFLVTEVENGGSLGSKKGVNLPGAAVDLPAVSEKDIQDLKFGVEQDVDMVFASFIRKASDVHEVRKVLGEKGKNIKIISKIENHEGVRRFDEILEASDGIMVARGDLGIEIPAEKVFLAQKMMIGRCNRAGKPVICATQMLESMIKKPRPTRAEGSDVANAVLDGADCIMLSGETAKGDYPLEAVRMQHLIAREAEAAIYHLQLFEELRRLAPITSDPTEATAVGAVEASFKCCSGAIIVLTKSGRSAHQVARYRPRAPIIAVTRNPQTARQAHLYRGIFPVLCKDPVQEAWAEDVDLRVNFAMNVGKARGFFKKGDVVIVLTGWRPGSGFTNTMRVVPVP
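ATP formation by purified human PK-M2, quantified via coupled luciferase luminescence after 1 h at room temperature with 0.1 mM ADP and 0.5 mM PEP final.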
USP2a block – inhibitors of human ubiquitin-specific protease USP2a; O75604; USP2 core, Ub-CHOP2 coupled fluorogenic reporter, 485/531; Potency, µM (titrated, usually from 38.3 µM), without a hit: top-dose activity change, negative = inhibition, hits mostly inhibitors; hit rate 0.01% among 330,000; AID 463254;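 further: potency means the concentration at half of the fitted maximal effect; plate controls were DMSO wells for no effect and full inhibition by NEM control for full effect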
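USP2 core (10nM final) preincubated 30min RT with compound in 20mM Tris-HCl pH 8.0, 2mM CaCl2, 2mM beta-mercaptoethanol, 0.05% CHAPS; 25nM Ub-CHOP2 plus 25nM reporter substrate added, fluorescence (Ex485/Em531) read after 60min.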
The depositor's hits bear a star; ? = inconclusive; · = no result given; [ ] = another dose, or the depositor's remark. Unless noted, the call rests on the fitted dose curve; in most records, active means well fitted curve in the direction sought with a large enough effect; inconclusive means small, poorly fitted or top-dose-only effect, or another doubt; inactive means no such curve, though single readings can be large; an effect the other way counts as inactive or inconclusive. Unless noted, on the % scale 0 is the no-effect control and ±100 the full control effect.

SMILES	Chronic BCR inh	Eya2 phos inh	Giardia kill	KCNH2 3.1 inh	Coupling enz	B2AR arrestin	GALK inhibitor	KCNH2 WT inh	uPA surface inh	PKM2 act	USP2a block
S=c1nc(SCc2ccccc2)[nH]c2ccccc12	11%	0%	-7	-128*	1	-0.7%	-1%	?	6%	2%	2%
C1CCC(c2nn3c(-c4n[nH]c5c4CCC5)nnc3s2)CC1	?	-1%	11	2	5	-0.9%	2%	0	0%	12%	-4%
CCN(CC)C(=O)c1sc(N)c(C(=O)OC(C)C)c1C	?	1%	-7	1	2	-0.4%	-1%	2	4%	8%	5%
CCOC(=O)CSc1ccc(C(=O)N2CCN(C)CC2)cc1[N+](=O)[O-]	7%	-21%	-11	1	-2	-0.2%	1%	-2	3%	1%	0%
CC(C)Oc1ccc(C(=O)N2CCCC2C(=O)O)cc1 (configuration not stated)	-1%	14%	11	-2	2	-0.1%	3%	-13	-8%	1%	2%
CCOc1ccc(-c2[nH]ncc2-c2ccc(OC)c(OC)c2)c(O)c1	-15%	1%	2	-16	-8	-0.2%	8%	3	·	11%	-20%
CCOC(=O)N1CCN(CC(=O)c2ccc(O)c(C)c2O)CC1	3%	-2%	-24	38	1	0.2%	2%	9	-1%	0%[0.46 µM]	0%
COc1ccc(C(=O)Nc2nnc(S(=O)(=O)N3CCC(C)CC3)s2)cc1OC	0%	9%	-25	0	3	0.0%	0%	-3	-15%	·	-5%
CC(C)CC(=O)O/N=C1\C(=O)N(Cc2ccc(Cl)cc2)c2ccc([N+](=O)[O-])cc21	13%	7%	·	·	-2	-1.8%	-2%	·	·	1%	3%
COc1cc(OC)cc(C(=O)NCCCn2ccnc2)c1	-1%	11%	-2	22	3	-1.0%	8%	4	3%	12%[11.5 µM]	0%
COc1ccc(C(=O)NC(C)c2nc3ccccc3[nH]2)cc1OC (configuration not stated)	-7%	3%	0	-8	-3	-0.5%	0%	5	4%	0%	11%
NC(=O)c1ccc(NC(=O)Cn2c(=O)n(-c3ccccc3)c(=O)c3oc4ccccc4c32)cc1	-28%	-2%	5	5	-1	-0.2%	-1%	0	3%	-6%	0%
Cc1ccc(C)c2[nH]c(=O)c(CN(CCN3CCCC3)C(=O)Nc3ccc(F)cc3)cc12	?	-17%	11	-1	-1	-0.5%	1%	2	-8%	11%	-10%
Cc1ccc(S(=O)(=O)c2nnn3c2nc(NCCCN2CCCC2=O)c2ccccc23)cc1C	18%	3%	18	-9	1	-1.1%	4%	5	-10%	0%[0.46 µM]	-2%
O=C(NCCCN1CCc2ccccc2C1)Nc1ccc(Br)cc1	?	-25%	26	-80*	3	3.8%	-1%	4	4%	-12%	0%
C/C(CC(=O)NCc1ccco1)=N\NC(=O)Cc1ccccc1	-1%	-18%	-16	-7	3	-3.1%	0%	-11	6%	-3%	-1%
COC(=O)c1ccc(C(C2C(=O)CC(C)(C)CC2=O)C2C(=O)CC(C)(C)CC2=O)cc1	10%	-2%	-3	10	6	-0.8%	3%	-4	3%	-2%	0%
NC(=O)CC(NC(=O)c1ccccc1)c1ccc(N2CCN(c3ccccc3)CC2)c([N+](=O)[O-])c1 (configuration not stated)	0%	1%	24	-5	2	-0.8%	·	-30	9%	1%	1%
CN1CCN(S(=O)(=O)c2cccc(C(=O)N(c3ccccn3)C3CCCCC3)c2)CC1	?	9%	-9	20	-4	-0.3%	0%	-4	-7%	-2%	-2%
O=C(NC1=NCCS1)c1sc2ccccc2c1Cl	-4%	7%	0	-7	-8	0.4%	0%	1	-5%	-5%	1%
Cc1noc(C)c1CSCC(=O)N1CCN(c2ccc(F)cc2)CC1	-4%	-2%	11	-3	1	0.5%	5%	4	-4%	3%	3%
CCc1ccc(NC(=S)N(CCN2CCOCC2)Cc2ccccc2F)cc1	-7%	6%	18	5	-2	0.1%	-3%	-4	5%	7%	3%
Cc1c(C(=O)OCC(=O)Nc2c(C)n(C)n(-c3ccccc3)c2=O)oc2ccccc12	0%	0%	-5	-2	4	-0.4%	0%	-4	-1%	-2%	0%
Cc1cc(C)c2c(SC(C)C)nc(N)nc2n1	7%	4%	0	-2	1	0.9%	4%	-8	6%	2%	4%
CCC(C)Sc1nc2c([nH]c3ccccc32)c(=O)n1C (configuration not stated)	?	12%	3	4	-2	-0.3%	1%	-5	4%	1%	0%

An excerpt from above, limited to GALK inhibitor and B2AR arrestin:
molecule | GALK inhibitor | B2AR arrestin
C1CCC(c2nn3c(-c4n[nH]c5c4CCC5)nnc3s2)CC1 | 2% | -0.9%
CCc1ccc(NC(=S)N(CCN2CCOCC2)Cc2ccccc2F)cc1 | -3% | 0.1%

(further entries)
SMILES	Chronic BCR inh	Eya2 phos inh	Giardia kill	KCNH2 3.1 inh	Coupling enz	B2AR arrestin	GALK inhibitor	KCNH2 WT inh	uPA surface inh	PKM2 act	USP2a block
O=C(Nc1ccc(F)cc1)C1CCN(S(=O)(=O)c2cccs2)CC1	1%	0%	11	-1	4	0.1%	1%	5	10%	11%	1%
CN(CCO)S(=O)(=O)c1ccc2c(c1)C(=NN)c1cc(S(=O)(=O)N(C)CCO)ccc1-2	-1%	4%	21	-1	6	0.1%	-1%	8	1%	·	-2%
Cc1cc(C)n(S(=O)(=O)/C=C/c2ccccc2)n1	?	1%	27	-9	4	-0.4%	3%	-88*	·	6%	4%
CCn1c(COc2ccccc2C)nnc1SCC(=O)NCc1ccccc1	1%	9%	11	-17	2	-0.4%	0%	10	·	8%	-1%
COc1ccccc1-c1sc2ccccc2c1-c1ccc(O)cc1	10%	7%	19	-1	·	-0.5%	·	2	2%	·	1%
CCOC(=O)NC(=O)CSc1nc2ccc(OCC)cc2[nH]1	-28%	2%	-16	6	2	-0.2%	-1%	1	-2%	1%	-2%
COc1cc(CC(=O)OCC(=O)NC2CCCCC2)cc(OC)c1OC	-8%	7%	1	8	0	0.1%	4%	6	-3%	2%	1%
Cc1nc2ccc(N3C(=O)CCC3=O)cc2[nH]1	?	11%	-11	6	-1	-0.1%	3%	0	0%	-15%	1%
COC(=O)c1ccc(OCC(O)CN2C(=O)NC(C)(C)C2=O)cc1 (configuration not stated)	-4%	-11%	-12	-3	0	-0.4%	-4%	20	3%	-2%	2%
O=C(N=Nc1c(O)[nH]c2ccc([N+](=O)[O-])cc12)c1ccccc1Cl	-2%	-27%	15	-7	0	-0.7%	·	-2	-4%	-2%	10%
COC(=O)C(=Cc1ccc(OCc2ccc([N+](=O)[O-])cc2)c(OC)c1)C(=O)OC	-4%	-19%	-5	3	-3	-0.4%	-4%	18	-12%	-5%	0%
O=[N+]([O-])c1cc(-c2n[nH]c(-c3ccccc3)n2)cc([N+](=O)[O-])c1	1%	7%	21	-78*	1	-0.9%	-1%	1	-1%	-4%	-1%
CC(=O)C1=C(O)C(=O)N(CCC(=O)O)C1c1ccccc1[N+](=O)[O-] (configuration not stated)	3%	5%	-1	19	1	-0.2%	0%	8	-1%	-3%	3%
Cc1nc(SCC(=O)c2c(C)[nH]c3ccccc23)c2c(=O)n(C)c(=O)n(CC(C)C)c2n1	4%	4%	·	·	2	-0.8%	-2%	·	·	-3%	1%
COc1cccc(OC)c1/C(O)=C(\C#N)c1nc2ccccc2[nH]1	-2%	-2%	35[activator]	-7	-2	-0.9%	-2%	0	?	-2%	8%
Cc1ccc(OCCCCN2CCCCC2)cc1	4%	4%	15	7	-1	-0.8%	-7%	7	12%	0%	2%
Cc1ccc(-c2cc(C(=O)N3CCCCCC3)no2)cc1	?	5%	-8	-20	1	0.0%	0%	-3	2%	·	0%
COc1ccccc1Nc1nnc(SCc2cc(=O)n3cc(C)ccc3n2)s1	?	-10%	?	·	-13	0.4%	·	-4	-4%	0%	0%
CCOC(=O)C1=NOC(CNC(=O)c2c(-c3ccccc3Cl)noc2C)C1 (configuration not stated)	-1%	5%	7	6	2	0.1%	1%	0	2%	1%	0%
CN(c1ccccc1)S(=O)(=O)c1ccc(C(=O)Nc2ncccc2O)cc1	-6%	-8%	-24	-3	·	-0.4%	·	4	?	·	0%
N#Cc1cc(N)c(Nc2ccccc2)cc1C#N	-5%	-5%	13	18	0	0.2%	3%	-1	-8%	-14%	2%
COc1ccc(/C=N\NC(=O)CNC(=O)C(c2ccccc2)c2ccccc2)cc1[N+](=O)[O-]	-3%	4%	-3	-9	5	2.8%	0%	-1	10%	-2%	-9%
Cc1ccc(C2c3sc(=O)[nH]c3SC3C(=O)NC(=O)C32)cc1 (configuration not stated)	9%	3%	26	3	0	-0.1%	-1%	-10	1%	-2%	3%
CNC(=O)NC(=O)CSc1nc(-c2cccs2)c(C#N)c(=O)[nH]1	4%	-9%	1	-2	1	-2.0%	1%	10	-1%	-5%	2%
O=C(CCCc1ccccc1)Nc1ccc(Br)cc1F	-6%	-1%	2	-5	0	-0.7%	-11%	-6	0%	-2%	-1%
CCCN1Cc2cccc(C(=O)Nc3ccc(CN4CCCC4)cc3)c2C1=O	-1%	10%	30[activator]	-6	0	-1.3%	·	?	-1%	-5%	2%
